Assay outcomes from PubChem BioAssay.
CSN inh = inhibitors of CSN-mediated cullin deneddylation, primary screen, biochemical, fluorescence polarization, uHTS. Purified CSN, SCF-Nedd8-OG deneddylation. inhibition, % at 12.5 µM. actives 0.38% (n = 360,000);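 active = pattern-corrected inhibition above about 35%, with an unprinted fluorescence ratio check between 0.5 and 1.5, limit read from the data, passing the limit was not always enough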;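 note: 0% = enzyme with substrate and 100% = substrate without enzyme; some results filed as inactive read as strong as hits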
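Assay system: purified human Csn5 enzyme expressed in HEK293T cells; measure: % inhibition; also added: SCFSkp2-Nedd8OG substrate at 10 nM final; technique: fluorescence polarization; times: reaction 90 min, room temperature; medium: Tris buffer pH 7.5, NaCl, DTT, Tween-20, trehalose, ovalbumin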
STEP inh = STEP phosphatase inhibitors, primary screen, biochemical, fluorescence intensity, uHTS. AID 588621, 2011. inhibition, % at 20 µM. actives 0.25% (n = 360,000). Tyrosine-protein phosphatase non-receptor type 5 (Homo sapiens), P54829. recombinant STEP, OMFP fluorogenic substrate;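 active = inhibition at 20 µM, scaled per plate between control wells, above about 37%, limit read from the data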;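 note: 0% = DMSO with enzyme and substrate and 100% = substrate only without enzyme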
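medium = Bis-Tris buffer pH 6.0, 2.5 mM DTT, 0.005% Tween 20 | test system = STEP (striatal-enriched tyrosine phosphatase) enzyme, cell-free | measure = normalized % inhibition | compound dosing = 20 µM, 1% DMSO | also added = 25 µM OMFP | schedule = reaction 20 min, ambient temperature | measured by = fluorescence read at 480 nm ex / 540 nm em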
DNMT1 block = human DNMT1 methyltransferase inhibitors, primary screen, biochemical, molecular beacon, fluorescence, HinP1I cleavage, uHTS; actives 0.83% (n = 360,000); AID 588458, 2011; inhibition (reported as % activation of signal), % at 10 µM; DNA (cytosine-5)-methyltransferase 1 (Homo sapiens), P26358; in the data active = inhibition above about 50%
Rin1-Abl PPI inh = inhibitors of Rin1-Abl protein binding, primary screen, biochemical, TR-FRET; AID 588664, 2011; inhibition, % at 7.35 µM; Tyrosine-protein kinase ABL1 (Homo sapiens) + Ras and Rab interactor 1 (Homo sapiens), …; actives 0.4% (n = 360,000); in the data active = inhibition above about 5%, passing the limit was not always enough
LMPTP inh = LMPTP phosphatase inhibitors, primary screen, biochemical, fluorescence intensity, uHTS. recombinant LMPTP-A, OMFP fluorogenic substrate. inhibition, % at 20 µM. actives 0.22% (n = 360,000). AID 651560, 2012;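 active = compounds that cut the enzyme signal by at least half of the control window in the single-dose screen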;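 note: plate controls were DMSO wells with enzyme plus substrate for no effect and substrate without enzyme for full effect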
Target sequence (P24666 whole entry, looked up): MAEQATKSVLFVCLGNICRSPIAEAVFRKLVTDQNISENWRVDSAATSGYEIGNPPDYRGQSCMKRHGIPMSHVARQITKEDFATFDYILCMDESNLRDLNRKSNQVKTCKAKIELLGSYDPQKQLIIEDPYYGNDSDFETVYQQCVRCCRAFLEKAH
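Assay system: LMPTP-A enzyme. Input: 0.625 nM LMPTP-A final. Probe or stimulus: 400 µM OMFP. Compound dosing: single 20 µM dose. Schedule: 50 min dark incubation at room temperature. Detection: fluorescence intensity of OMFP turnover product. Read-out: percent inhibition versus substrate-only and uninhibited controls. Benchmarks: no-enzyme low control, uninhibited high control.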
Rpn11 inh = Rpn11 (PSMD14) deubiquitinase inhibitors, primary screen, biochemical, fluorescence polarization, uHTS | human 26S proteasome, Ub4-pepOG fluorescence polarization; 20S core pre-blocked with epoxomicin | calls only at 20 µM | actives 0.59% (n = 360,000) | AID 588493, 2011;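 active = inhibition at 20 µM, scaled to each plate's controls, above about 33%, limit read from the data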
Target sequence (O00487 whole entry, looked up): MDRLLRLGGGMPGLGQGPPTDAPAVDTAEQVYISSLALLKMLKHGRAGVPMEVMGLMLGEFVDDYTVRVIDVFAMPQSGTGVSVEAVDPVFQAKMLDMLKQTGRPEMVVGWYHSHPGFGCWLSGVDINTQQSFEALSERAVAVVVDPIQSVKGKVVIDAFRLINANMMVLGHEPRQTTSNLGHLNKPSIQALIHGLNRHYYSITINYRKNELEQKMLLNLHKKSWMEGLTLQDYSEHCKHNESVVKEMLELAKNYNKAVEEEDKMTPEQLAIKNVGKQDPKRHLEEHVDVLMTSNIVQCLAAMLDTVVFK
NadD inh = inhibitors of S. aureus NadD, primary screen, biochemical, colorimetric, uHTS. Nicotinate-nucleotide adenylyltransferase NadD (Staphylococcus aureus N315). purified NadD enzyme, colorimetric absorbance read-out. inhibition, % at 20 µM. actives 0.78% (n = 360,000). AID 602399, 2012; in the data active = inhibition above about 26%; note: some compounds past the cut are filed as inactive
Scp1 inh = Scp-1 phosphatase inhibitors, primary screen, biochemical, colorimetric, uHTS; Carboxy-terminal domain RNA polymerase II polypeptide A small phosphatase 1 (Homo …; AID 493091, 2011; actives 0.88% (n = 340,000); inhibition, % at 20 µM; Recombinant Scp1, phosphopeptide, malachite green phosphate absorbance;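 active = inhibition above about 50% at 20 µM, limit read from the data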;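 note: plate controls were DMSO wells with enzyme for no effect and wells lacking enzyme for full effect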
Target sequence (Q9GZU7 76-261 limits assumed): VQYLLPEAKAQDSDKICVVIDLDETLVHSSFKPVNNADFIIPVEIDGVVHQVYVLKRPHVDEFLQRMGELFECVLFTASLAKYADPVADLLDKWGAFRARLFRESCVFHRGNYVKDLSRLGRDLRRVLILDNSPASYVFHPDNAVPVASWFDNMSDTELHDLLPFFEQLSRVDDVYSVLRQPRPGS
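Test system: SCP-1 catalytic domain; Buffer or medium: Acidic Tris acetate buffer with magnesium and detergent; Also added: Phosphorylated 17-residue peptide substrate; Compound: single 20 µM dose, 1% DMSO; Schedule: enzyme reaction 45 min at room temperature, colour 5 min, stabilisation 30 min; Signal: Phosphate-binding colour reagent, absorbance read at 630 nm.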
Neddylation inh = inhibitors of cullin neddylation, primary screen, biochemical, TR-FRET, uHTS, NAE and Ubc12. NEDD8-conjugating enzyme Ubc12 (Homo sapiens) + NEDD8-activating enzyme E1 regulatory …. calls only at 25 µM. actives 0.58% (n = 360,000); in the data active = inhibition above about 36%
SUMO1 PPI mod = modulators of SUMO1 protein-protein interactions, primary screen, biochemical, uHTS | SUMO1 binding to a labelled peptide, TR-FRET, 1 h | inhibition, % at 20 µM | actives 0.33% (n = 360,000) | Small ubiquitin-related modifier 1 (Homo sapiens), P63165; in the data active = inhibition above about 37%
Target sequence (P63165 whole entry, looked up): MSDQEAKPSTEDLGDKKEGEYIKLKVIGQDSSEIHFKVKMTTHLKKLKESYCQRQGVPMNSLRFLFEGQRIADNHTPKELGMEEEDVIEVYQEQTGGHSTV
* hit, by the source's call; i = inactive; . = no result given.

SMILES	CSN inh	STEP inh	DNMT1 block	Rin1-Abl PPI inh	LMPTP inh	Rpn11 inh	NadD inh	Scp1 inh	Neddylation inh	SUMO1 PPI mod
COc1ccc(Br)cc1CN(C)CC(=O)Nc1c(Cl)cccc1Cl	2	1	-2	-5	1.9	i	2	-5	i	0
CC(C)Cn1cc(Cl)c(=O)n(CC(C)C)c1=O	-1	-4	2	4	-0.2	i	1	6	i	1
CC1(C)C=C(c2ccc(O)cc2)CC(C)(C)N1	7	4	0	0	0.3	i	-5	-9	i	-1
CS(=O)(=O)c1nsc2nc(=O)c(/C=C3\C=Nc4ccccc43)c(N)n12	-2	-4	-3	2	1.5	i	0	42	i	-7
Cc1ccc(NC(=O)COC(=O)c2ccc3c(c2)OCCO3)cc1	-2	0	4	-2	0.1	i	0	-4	i	-2
O=C(Nc1cccc2ccccc12)NC1Cc2ccccc2C1	-4	-2	17	0	0.9	i	2	-4	i	1
CCCC[C@@H]1Cc2[nH][nH]c(=O)c2[C@@H](c2ccc(Cl)cc2)O1	3	.	.	.	-1.0	.	-4	.	i	8
COC(=O)c1cccc(C(=O)N2CCC(CO)(CCc3ccccc3)CC2)c1	0	-2	-2	-1	-0.4	i	-4	-4	i	4
Cn1c(Cn2nnc(-c3ccccc3)n2)nnc1SCc1ccccc1Cl	0	-4	3	1	0.5	i	-4	-9	i	-3
S=C(NCCCN1CCOCC1)Nc1ccc(Nc2ccccc2)cc1	-14	13	-3	4	-6.5	i	16	-5	i	-1
CC(c1nc2ccccc2[nH]1)N(C(=O)C1=NNC(=O)CC1)c1ccccc1 (centres undefined)	2	1	-7	-1	-1.3	i	-6	.	i	-1
CC1(C(=O)O)CCCN1C(=O)c1cc2ccccc2s1 (centres undefined)	3	-3	1	-1	-0.7	i	1	.	i	1
Cn1c(SCc2ccc3c(c2)OCO3)nnc1-c1ccccc1	-1	6	2	6	-2.8	i	-4	1	i	-1
CC1(C(=O)NCc2cccc3ccccc23)CCN1Cc1ccc(-c2ccccc2)o1 (centres undefined)	4	2	-1	1	4.5	i	7	.	i	3
CCCC(=O)Nc1cc(C)c(NC(=O)c2cccs2)cn1	0	0	-1	2	-0.6	i	-1	-7	i	-5
Cn1nc(C(F)(F)F)c(/C=N/OC(=O)c2ccccc2)c1SCc1ccc(Cl)cc1	1	5	1	-5	2.6	i	-5	-12	i	4
CN(C)CCCNC(=O)C[C@H]1C[C@H](C(=O)N2CCOCC2)[C@@]2(CCC3CCCC3)c3[nH]c4cc(-c5ccco5)ccc4c3CCN2C1=O	4	0	-6	-4	-6.3	i	9	-1	.	-56
Cc1nn(Cc2c(Cl)cccc2Cl)c(C)c1NC(=O)CCCn1nc([N+](=O)[O-])c(Cl)c1C	-1	2	3	2	-1.1	i	2	-30	i	0
O=Nc1onc(-c2ccc([N+](=O)[O-])cc2)c1NO	-6	0	-1	4	-0.9	i	1	-11	i	-22
CN(C)CCCN(C(=O)c1ccc(S(=O)(=O)N(C)C2CCCCC2)cc1)c1nc2ccc(Br)cc2s1	8	4	3	5	0.3	i	-2	5	i	-34
C(=N/n1c2ccccc2c2ccccc21)/c1ccco1	0	-1	-3	-2	3.9	i	-1	-5	i	-2
O=C(NCCN1C(=O)S/C(=C/c2ccccc2)C1=O)C1CCCN1C(=O)c1cccs1 (centres undefined)	-18	5	1	-1	-2.2	i	-6	-7	i	-21
Cc1ccccc1-c1nc(CS(=O)CC(=O)NCCc2ccc(Cl)cc2)c(C)o1 (centres undefined)	-2	1	-7	4	1.1	i	1	-7	i	0
OCCNc1nc(Nc2ccccc2OC(F)(F)F)nc(N2CCCC2)n1	3	-2	8	-2	0.7	i	-6	4	i	9
O=C(CSc1ccccn1)Nc1cccc([N+](=O)[O-])c1	1	0	1	-1	0.0	i	-1	-1	i	-18
CC(=O)c1c(C)[nH]c(C(=O)Nc2cccc(C#N)c2)c1C	4	0	-2	3	0.0	i	-4	2	i	-1
CCC(=O)c1ccc(OCC(=O)Nc2cc(S(=O)(=O)N3CCCCC3)ccc2N2CCN(CC)CC2)cc1	1	0	0	2	-1.8	i	-2	106*	i	9
O=C1CCCc2nc(N3CCN(Cc4ccccc4)CC3)ncc21	-4	1	5	-6	1.6	i	-2	-7	i	-1
Cc1ccc(C(=O)N/C(=C\c2cn(S(=O)(=O)N(C)C)c3ccccc23)C(=O)NCCN2CCOCC2)cc1	2	-4	-5	0	-1.4	i	-9	-4	i	-7
CCN1C(=O)[C@H]2[C@@H](c3ccc(-c4cccc(Cl)c4)c(OC)c3)N[C@@](Cc3ccccc3)(C(=O)OC)[C@H]2C1=O	2	1	112*	1	4.4	i	13	-6	i	-10
Cc1ccc(S(=O)(=O)NC(=O)C2CCCCC2)cc1	1	-3	4	0	-1.9	i	-10	-6	i	-2
CN(CC(=O)Nc1c(Cl)cccc1Cl)C(=O)CNC(=O)C1CCCCC1	1	0	3	-3	-0.4	i	-7	0	i	9
CCN(Cc1ccncc1)Cc1nc(Cc2ccccc2Cl)no1	9	2	-6	1	-2.1	i	-3	-2	i	-3
O=C1CSC(c2cccnc2)N1Cc1ccc(Cl)cc1 (centres undefined)	-4	-2	-1	-1	-0.8	i	-8	1	i	-2
O=C(Nc1ccc(S(=O)(=O)N2CCCCC2)cc1)c1ccc(=O)[nH]c1	-4	-2	-9	3	-0.5	i	0	7	i	5
CC(C(=O)Nc1ccc(Cl)cc1Cl)N1C(=O)NC2(CCCCCCC2)C1=O (centres undefined)	1	3	1	2	-0.3	i	-2	-9	i	5
O=C(NC(=S)NCc1ccncc1)c1ccccc1	-3	-2	3	0	0.9	i	0	9	i	-1
COc1cc(/C=C2\N=C(c3ccccc3)OC2=O)ccc1OCc1c(C)no[n+]1[O-]	-2	1	6	-6	0.2	i	5	1	i	0
O=C(O)c1cccc(N2C(=O)C3CC=C(Cl)CC3C2=O)c1 (centres undefined)	1	0	42	-3	-0.8	i	-8	109*	i	13
Cc1csc(NC(=O)CSc2nnc(-c3ccncc3)o2)n1	-3	-2	2	-1	-0.9	i	-5	-10	i	-3
COc1cc(NC(N)=S)c(OC)cc1Cl	-7	-1	0	-7	-0.4	i	2	-3	i	31
Cc1c(C(=O)NCCCN2CCCC2=O)oc2c(Cl)cccc12	2	-1	-1	2	-0.7	i	-1	-5	i	1
CN(CC1CCCO1)S(=O)(=O)c1ccc(C(=O)Nc2nccs2)cc1 (centres undefined)	2	0	0	-2	-2.5	i	-8	-7	i	32
CCn1c(C)nc2cc(OC)ccc21	6	1	1	-1	0.2	i	-6	-1	i	-4
O=C(CCNC(=O)c1ccco1)NCc1ccc(C(=O)O)cc1	-6	-2	5	-1	-2.1	i	2	-15	i	-3
COc1cccc(CNS(=O)(=O)c2c(C(=O)N3CCCC3)c(C)n(C)c2C)c1	-5	-1	1	1	-1.5	i	0	7	i	-2
Cc1ccccc1C(=O)O/N=C/c1c(N2CCOCC2)n(C)c2ccccc12	5	-4	-13	-2	0.0	i	-2	-13	i	1
Cc1cccc(/C=N/NC(=O)Cn2nccc2C)n1	5	1	3	-4	-1.1	i	-8	-9	i	-2
COc1ccccc1Cc1c(-c2ccc(C#N)cc2)nc2c3ccccc3ccn12	1	2	-14	6	5.0	i	10	.	i	-2
CC1CCCC(NC(=O)c2cccc(S(=O)(=O)N3CCOCC3)c2)C1C (centres undefined)	3	-1	-2	-7	-1.5	i	0	.	i	-2
COC1OC2COC(c3ccccc3)OC2C(O)C1NC(=O)c1ccccc1 (centres undefined)	-4	0	0	-4	-1.4	i	-5	-10	i	-5
Cc1c(Br)c([N+](=O)[O-])nn1CC(=O)N(C)Cc1ccccc1	1	0	-5	1	0.3	i	2	-9	i	-6
CNS(=O)(=O)c1ccc(NS(=O)(=O)c2ccccc2F)cc1	-3	-3	1	2	-2.9	i	-5	-6	i	-3
COc1ccc(C(=O)N(C)Cc2nc3ccccc3c(=O)[nH]2)cc1S(=O)(=O)N1CCCC1	-4	0	2	6	-0.1	i	-7	-3	i	1
CC(C)(C)c1cnnn1-c1ccc(C=O)cc1	-1	-1	-2	2	-1.5	i	5	0	i	-2
Cc1csc(SCC(=O)Nc2ccccn2)n1	-3	2	0	1	-1.0	i	-1	-5	i	1
O=C(COC(=O)c1ccc(O)cc1O)NC12CC3CC(CC(C3)C1)C2	-2	-1	8	2	1.1	i	-8	2	i	6
FC(F)(F)c1nnc2n1N=C(c1cccs1)CS2	-2	0	-1	-2	-0.6	i	1	-1	i	-6
CC1(C(=O)NCc2ccc(C(F)(F)F)cc2)CCN1Cc1ccc(-c2ccccc2)o1 (centres undefined)	-3	3	6	-2	1.9	i	2	.	i	2
Cc1ccc(-c2c[n+]3c(n2-c2ccccc2)SCC3)cc1	-2	-3	0	-1	-2.7	i	-3	-9	i	7
CC(C)(C)c1ccc(C(=O)N2CCN(C(=O)c3cccs3)CC2)cc1	0	0	2	-1	1.7	i	-5	-12	i	-1
Cc1ccc(NC(=O)Cn2ccnc2)cc1C	-2	-3	4	-1	-2.0	i	-4	-10	i	1

Reprinted at random: 3 records from the list
SMILES	CSN inh	STEP inh	DNMT1 block	Rin1-Abl PPI inh	LMPTP inh	Rpn11 inh	NadD inh	Scp1 inh	Neddylation inh	SUMO1 PPI mod
CC1(C)C=C(c2ccc(O)cc2)CC(C)(C)N1	7	4	0	0	0.3	i	-5	-9	i	-1
COc1ccccc1Cc1c(-c2ccc(C#N)cc2)nc2c3ccccc3ccn12	1	2	-14	6	5.0	i	10	.	i	-2
Cc1c(Br)c([N+](=O)[O-])nn1CC(=O)N(C)Cc1ccccc1	1	0	-5	1	0.3	i	2	-9	i	-6
